Screening results: PubChem BioAssay, several laboratories
Wnt bcat act – Wnt/beta-catenin pathway activation; Wnt/beta-catenin reporter cell assay, activator, plate reader; activation, % at 9.35 µM; hit rate 1.2% among 300,000; AID 743398; in the data active means activation above about 30%, passing the limit was not always enough; inconclusive means no clear call, values can overlap the other calls;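 further: 0% = neutral control wells and 100% = positive control wells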
CDK5 p35 inh – blocks human CDK5/p35 kinase activity; AID 488839; Q00535+Q15078; hit rate 0.01% among 330,000; inhibition, % at 10 µM; Recombinant CDK5/p35, ADP-Glo luminescence, 60 min;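 active means highest replicate inhibition of at least 50% and at least 75% of replicates reaching 50%; inconclusive means only one of the two criteria met; inactive means both criteria failed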;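 further: plate controls were DMSO neutral control for no effect and GW8510 at 10 µM for full effect; many of its hits are not listed in these tables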
NSD2 HMT inh – NSD2 (human) methyltransferase inhibition. O96028. NSD2 peptide methylation, AlphaScreen, 120 min. inhibition, % at 12.5 µM. hit rate 0.54% among 310,000; in the data active means inhibition above about 50%
Target sequence (O96028 whole entry, looked up): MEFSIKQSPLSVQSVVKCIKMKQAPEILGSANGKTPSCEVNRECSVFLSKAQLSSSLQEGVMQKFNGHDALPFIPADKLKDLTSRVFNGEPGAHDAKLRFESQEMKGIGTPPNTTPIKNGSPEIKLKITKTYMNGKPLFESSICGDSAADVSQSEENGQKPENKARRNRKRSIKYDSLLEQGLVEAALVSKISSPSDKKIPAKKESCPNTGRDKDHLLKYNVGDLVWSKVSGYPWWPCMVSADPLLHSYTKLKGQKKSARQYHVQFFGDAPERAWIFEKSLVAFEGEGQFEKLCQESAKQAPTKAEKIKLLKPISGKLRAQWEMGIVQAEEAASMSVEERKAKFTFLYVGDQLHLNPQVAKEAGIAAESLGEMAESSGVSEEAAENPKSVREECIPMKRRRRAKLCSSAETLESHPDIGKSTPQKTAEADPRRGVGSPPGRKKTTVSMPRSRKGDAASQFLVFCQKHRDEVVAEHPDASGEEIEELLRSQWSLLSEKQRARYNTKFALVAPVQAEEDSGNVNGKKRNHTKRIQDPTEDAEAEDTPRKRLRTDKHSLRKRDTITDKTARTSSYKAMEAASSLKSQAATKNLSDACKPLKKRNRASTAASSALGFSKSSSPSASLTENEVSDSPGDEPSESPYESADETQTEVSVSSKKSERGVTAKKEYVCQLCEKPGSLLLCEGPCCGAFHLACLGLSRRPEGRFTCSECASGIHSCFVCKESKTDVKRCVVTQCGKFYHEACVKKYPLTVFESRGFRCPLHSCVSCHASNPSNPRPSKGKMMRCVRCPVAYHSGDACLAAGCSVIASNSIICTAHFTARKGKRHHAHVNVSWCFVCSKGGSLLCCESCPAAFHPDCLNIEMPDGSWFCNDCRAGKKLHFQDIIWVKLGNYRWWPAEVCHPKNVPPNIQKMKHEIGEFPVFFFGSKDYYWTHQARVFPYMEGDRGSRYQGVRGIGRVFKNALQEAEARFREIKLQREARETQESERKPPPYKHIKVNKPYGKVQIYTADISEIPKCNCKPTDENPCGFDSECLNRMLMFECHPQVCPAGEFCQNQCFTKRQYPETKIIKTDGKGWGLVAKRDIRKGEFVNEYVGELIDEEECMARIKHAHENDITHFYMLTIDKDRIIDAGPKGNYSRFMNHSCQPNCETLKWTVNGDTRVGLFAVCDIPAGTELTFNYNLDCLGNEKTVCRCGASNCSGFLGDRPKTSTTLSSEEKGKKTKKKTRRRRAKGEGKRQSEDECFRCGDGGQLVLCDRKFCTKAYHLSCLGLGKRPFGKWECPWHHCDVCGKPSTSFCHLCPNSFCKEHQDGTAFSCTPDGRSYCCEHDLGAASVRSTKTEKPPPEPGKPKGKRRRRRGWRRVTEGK
PvdQ inh – blocks Pseudomonas aeruginosa PvdQ acylase activity | purified PvdQ acylase, fluorescence plate reader | inhibition, % at 10 µM | hit rate 0.063% among 340,000 | AID 488965; in the data active means inhibition above about 30%, passing the limit was not always enough; inconclusive means no clear call, values can overlap the other calls;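 further: 0% = vehicle neutral wells and 100% = reference inhibitor wells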
HTR5A ag ctr – activates human HTR5A in OPRM1-OPRD1 agonist counter-screen; HTR5A agonist assay, luminescence, cell-based; activation, % at 9.3 µM; AID 504692; P47898; hit rate 0.61% among 340,000; in the data active means activation mostly above about 9.5%, no sharp cut-off; inactive means mostly below about 7.6%;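 further: 0% = cells with vehicle only and 100% = reference agonist; strong numbers were not always called active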
dFosB act – activators of mouse delta FosB homodimer; P13346; purified delta FosB, TAMRA-CDK5 oligo fluorescence polarization; percent of positive-control signal above neutral wells; activation, % at 25 µM; hit rate 0.99% among 340,000;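 active means mean activation above about 17%, with every replicate also reaching it, limit read from the data, passing the limit was not always enough; inconclusive means only one of the two conditions met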;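 further: fluorescence polarization rise as delta FosB binds a TAMRA Cdk5 AP-1 oligo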
HTR5A inv ctr – HTR5A inverse agonism, opioid heterodimer counter-screen; P47898; HTR5A cell line, luminescence; inhibition, % at 9.3 µM; hit rate 0.083% among 340,000; AID 504634; in the data active means inhibition mostly above about 23%, no sharp cut-off; inactive means mostly below about 18%;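 further: 0% = cells with DMSO and 100% = no-cell wells with DMSO; some compounds called inactive have numbers as strong as hits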
V-ATPase pHluor – yeast V-ATPase proton transport regulation by pHLuorin; AID 504577; response, % at 10 µM; hit rate 0.37% among 350,000; S. cerevisiae, pHLuorin cytosolic pH fluorescence; in the data active means response mostly above about 7.3%, no sharp cut-off; inactive means mostly below about 5.4%; further: actives read high; inactives centre near 0; some compounds called inactive have numbers as strong as hits; reference of the scale not given here
SR-BI DiI inh – blocks mouse SR-BI lipid uptake from DiI-HDL; Q61009; ldlA[mSR-BI] CHO cells, DiI-HDL uptake fluorescence, 3 h; inhibition, % at 12.5 µM; hit rate 0.96% among 320,000;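 active means mean replicate inhibition of at least 70% and a set share of replicates each scoring 70 or more; inconclusive means meets just one of the two criteria; inactive means fails both criteria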;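 further: 0% = median of neutral control wells and 100% = median of positive control wells; values of inactives mirror those of a sister screen read the other way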
MITF TRPM1 HTS – increases MITF-driven TRPM1 promoter luciferase signal. AID 588334. activation, % at 12.5 µM. SK-MEL-5 TRPM1-promoter luciferase, 24 h; % of positive control, neutral wells = 0. hit rate 0.75% among 300,000;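 active means mean activation of at least 80% with every replicate also reaching 80%; inconclusive means mean reaches 80% but some replicate falls short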;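 further: 0% = neutral control wells and 100% = parthenolide positive control wells; values of inactives mirror those of a sister screen read the other way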
Active calls of the source: *; ? = inconclusive; / = not tested or not shown.

Every second line gives: Wnt bcat act	CDK5 p35 inh	NSD2 HMT inh	PvdQ inh	HTR5A ag ctr	dFosB act	HTR5A inv ctr	V-ATPase pHluor	SR-BI DiI inh	MITF TRPM1 HTS
O=C(C[C@H]1C[C@H](C(=O)N2CCCCC2)[C@@]2(CCc3ccccc3)c3[nH]c4cc(-c5ccco5)ccc4c3CCN2C1=O)NCc1cccc(C(F)(F)F)c1
    -5	2.4	/	-5	-2	-2	8	-1	-25	-1
CCOc1ccc(S(=O)(=O)N(C)CC(=O)N2CCCC2)cc1
    3	0.0	0	6	-3	4	-12	-1	-16	-2
C#CCn1ccc(O)c(Cc2ccccc2)c1=O
    2	1.0	1	-11	-1	-1	2	-1	-6	19
CSc1ccc(/C=N/NC(=O)c2ccc(O)cc2)cc1
    20	-0.8	1	-22	0	0	8	1	11	66
CN(C)c1ccc(/C=N/n2c(-c3ccccc3Br)n[nH]c2=S)cc1
    1	-0.3	11	3	-2	-16	6	-3	-151	-15
CCc1noc(C)c1C(=O)N1CCSC1=Nc1cccc(Cl)c1C
    2	0.8	-8	1	-2	-6	-9	0	11	2
Cc1ccc(-n2nnnc2SCC(=O)Nc2ccc3c(c2)OCCO3)cc1C
    /	0.5	-3	7	5	-2	-12	-3	3	-4
CCn1c(SCC(=O)NCc2ccc(F)cc2)nc2c(c1=O)SC(C)C2 (centres undefined)
    -1	-1.8	/	-13	8	-2	-24	2	-16	3
O=C(NNc1ccccn1)C(=O)NNS(=O)(=O)c1ccc(Cl)cc1
    /	-0.3	-1	-10	0	-11	-18	7	-21	-5
CN(Cc1ccccc1)C(=O)c1ccccc1-c1ccccc1
    -1	-2.0	1	7	5	-14	-11	3	9	-8
CC(=O)Nc1ccc(S(=O)(=O)NCC(=O)NNC(=O)c2csc(N3CCOCC3)n2)cc1
    2	0.1	-1	-12	-2	-1	4	5	-2	-14
O=C(NCc1ccc(Cl)cc1)C1CCN(C(=O)Cc2ccccc2)CC1
    -1	-0.2	-2	-8	-3	2	25	5	7	1
COn1c2c(c3c4nonc4ccc31)CCCC2
    -7	0.3	/	-15	1	-11	9	-3	17	0
O=C(c1ccc(Cl)cc1)C1C2C(=O)N(c3ccccc3)C(=O)C2C2CCCN21 (centres undefined)
    -2	1.0	2	-7	3	0	-14	-1	-10	-4
N=Nc1c(O)n(CC(=O)Nc2ccccc2)c2ccccc12
    0	-0.5	1	-5	-3	0	10	-2	-15	/
Cc1nn(-c2ccccc2)c(Cl)c1/C=C/C(=O)c1ccc(O)cc1
    -1	2.2	-1	16	7	-25	-8	2	3	13
Clc1ccc(-c2nnc(-c3ccc(Br)cc3)c(N3CCSCC3)n2)cc1
    1	0.6	2	-12	4	-7	13	1	26	3
O=C(Cc1ccccc1[N+](=O)[O-])NNC(=O)c1cccs1
    0	-0.3	-1	-6	2	-2	-7	8	-15	3
CC(CC(C)C(=O)N1CCOCCN(C(=O)C(C)CC(C)C(=O)O)CCOCC1)C(=O)O (centres undefined)
    /	-1.0	-2	-5	4	1	-27	1	-6	4
O=C(CSc1nccn1Cc1ccco1)Nc1ccccc1
    -2	-1.2	2	7	-2	-12	2	-2	-12	5
CC(=O)NS(=O)(=O)c1ccc(N2C(=O)c3ccccc3C2=O)cc1
    0	0.9	2	0	-6	5	-5	-3	-17	9
O=[N+]([O-])c1ncc(Br)cc1Nc1ccccc1
    0	0.5	18	10	4	6	-25	0	-24	2
COc1cccc(OCc2nc3ncc(Br)cc3[nH]2)c1
    /	0.8	-4	-2	10	?	-9	-2	16	19
COc1cccc(CN(C(=O)c2ccccc2Cl)C2CCS(=O)(=O)C2)c1 (centres undefined)
    0	/	24	-12	1	2	-6	3	-5	11
COCc1nnc(NC(=O)CSc2ccc(C)cc2)s1
    /	0.1	2	-8	-1	-9	3	2	-8	/
Cc1sc2c(c1C)c(=O)n(-c1cccc(C(F)(F)F)c1)c(=O)n2CC(=O)NCc1ccco1
    -4	0.5	11	-7	-1	57*	-3	-2	-24	6
N#Cc1c(N)nc2c(c1-c1ccncc1)CCCCC2
    /	0.9	0	10	-4	-3	10	-8	-19	-3
NC(=O)c1ccc(NC(=O)COC(=O)c2ccc(Cl)nc2)cc1
    2	-1.4	-1	-8	-1	-14	2	1	3	4
N#Cc1sc2nc(-c3cccs3)cc(-c3ccc(F)cc3)c2c1N
    /	-1.4	-2	-11	1	-6	-26	2	82*	-4
Cc1cccc(NC(=O)C(C)SCc2nc3sc(C)c(C)c3c(=O)[nH]2)n1 (centres undefined)
    -1	0.2	1	-8	-2	-2	7	-2	-9	-6
CCCc1c(C(=O)Nc2ccc(N3CCOCC3)cc2)cnn1-c1ccccc1
    0	-1.2	2	-2	0	-5	2	7	/	/
COc1ccc(CCn2c(NN=C3CCCC3)nc3c2c(=O)[nH]c(=O)n3C)cc1
    2	9.0	14	-1	-2	-6	3	-1	-18	/
CCOc1ccc(CCNC(=O)COC(=O)Cn2cnc3c2c(=O)n(C)c(=O)n3C)cc1OCC
    1	1.1	0	-17	7	0	0	-2	-1	3
O=C(O)/C=C/c1ccc(OCc2cccc(F)c2)cc1
    -3	1.2	9	-11	7	5	6	0	-22	-4
O=C(NC1CCCCC1)C(c1ccc(F)cc1)N(Cc1ccc2c(c1)OCO2)C(=O)c1cnsn1 (centres undefined)
    -4	-0.7	-2	-7	-1	9	-5	-2	-6	-4
O=S(=O)(N/N=C/c1ccccc1OCc1ccc(Cl)cc1)c1ccccc1
    /	/	6	-6	4	-9	-7	-1	39	22
CC12CCC(C(=O)NCc3ccccn3)(OC1=O)C2(C)C (centres undefined)
    -2	-0.5	1	12	-3	-5	7	2	-7	2
CCN(CC1CCCN(CCc2cccc(OC)c2)C1)C(=O)C=C(C)C (centres undefined)
    0	0.5	1	-18	3	-5	-9	-2	-17	5
Cc1ccc(C(=O)NC(=S)Nc2ccccc2C(F)(F)F)cc1
    /	-2.2	30	-1	1	7	-4	5	4	5
O=C(c1cccc(Cl)c1)C1CCCN(S(=O)(=O)c2ccccc2)C1 (centres undefined)
    -1	-1.7	-3	0	-1	-12	2	-1	-27	-10
Cc1cccc(OCC(=O)NCCCNC(=O)c2ccco2)c1
    -3	-1.7	2	-1	3	-4	-9	-2	/	/
Oc1cccc(/C=N/NC(=S)NCCN2CCOCC2)c1O
    1	1.9	3	-12	-3	-6	-27	2	/	-13
Cc1ccc(C(=O)c2cn[nH]c2-c2cc(Cl)ccc2O)cc1
    /	-1.6	6	-37	7	-6	-6	6	-18	-7
O=C(NCCCN1CCOCC1)c1ccc(/C=C2\Oc3ccccc3N(Cc3ccccc3F)C2=O)cc1
    -2	0.0	7	-9	-4	-4	-12	-2	-9	21
O=C(Nc1ccc(Cl)cc1F)C1CC1c1ccccc1 (centres undefined)
    1	0.2	-2	-6	0	-6	-1	-2	-19	/

Quoted from the listing.
`COc1ccc(CCn2c(NN=C3CCCC3)nc3c2c(=O)[nH]c(=O)n3C)cc1` in dFosB act reads -6
`O=C(NCCCN1CCOCC1)c1ccc(/C=C2\Oc3ccccc3N(Cc3ccccc3F)C2=O)cc1` in HTR5A inv ctr reads -12

Continued.
Every second line gives: Wnt bcat act	CDK5 p35 inh	NSD2 HMT inh	PvdQ inh	HTR5A ag ctr	dFosB act	HTR5A inv ctr	V-ATPase pHluor	SR-BI DiI inh	MITF TRPM1 HTS
CCOC(=O)Cc1[nH]nc2c1C(Cc1ccccc1)C(C#N)=C(N)O2 (centres undefined)
    -1	1.5	23	-9	4	-3	-10	-6	-12	-7
N#Cc1ccc(CN2CCN(C(=O)CC(NC(=O)c3ccccc3)c3ccccc3)CC2)cc1 (centres undefined)
    -1	-0.3	21	-11	-5	3	-22	-3	5	5
COc1ccc(C2C(C(=O)c3ccco3)=C(O)C(=O)N2Cc2cccnc2)cc1OC (centres undefined)
    1	-1.1	-1	4	-1	0	3	-2	-22	-3
CN1CCN(NC(=O)CN2C(=O)/C(=C/c3ccccc3Cl)SC2=S)CC1
    -2	-1.4	27	-1	-3	12	2	-2	18	-1
Cc1ccc(NC(=O)CCNC(=O)c2ccc(Br)cc2)nc1
    -3	2.3	0	1	2	-3	-30	-3	-10	13
COc1cccc(NC(=O)CN2C(=O)c3cccnc3Oc3ccc(Cl)cc32)c1
    7	-0.2	/	-8	-1	-19	4	3	17	/
Cc1cc(NC(=O)c2ccc3nc(-c4ccccc4)c(-c4ccccc4)nc3c2)no1
    0	-2.0	-1	-21	4	-3	11	3	80*	3
NCCc1nnc(SCC(N)=O)o1
    -5	-0.7	0	-6	-2	1	11	3	14	/
CN(C)c1ccc(/C=N/N(CCC(=O)NC(C)(C)C)C2=NS(=O)(=O)c3ccccc32)cc1
    -2	-0.2	-4	-16	-1	-3	5	3	-16	5
O=S(=O)(c1cccc2cccnc12)N1CCc2ccccc21
    /	-0.4	-3	-7	5	-14	-13	0	/	5
Cc1ccc(C(=O)NC(=S)N(C)Cc2ccccc2)cc1
    3	2.4	0	8	3	-7	-3	-3	5	8
Cc1ccc(S(=O)(=O)CCC(=O)OC(C)C(=O)Nc2ccc(N3CCOCC3)cc2)cc1 (centres undefined)
    1	-2.0	-2	-13	-3	-3	6	-2	-25	9
CS(=O)(=O)N1N=C(c2ccccc2)CC1c1ccc2c(c1)OCO2 (centres undefined)
    16	0.3	-4	-16	1	-8	-10	9	-23	38
COc1ccc(-n2nc(C(N)=O)c(O)cc2=O)cc1
    -5	-1.4	-3	-13	0	2	0	4	-2	13
CC(=O)Nc1nnc(Cc2ccccc2)s1
    /	1.3	1	-13	3	-9	-9	1	-8	/
Fc1cccc(CN2CCN(c3nc4nonc4nc3NC3CC3)CC2)c1
    14	0.3	/	-6	4	2	-10	2	23	2
CC(=O)N1c2ccc(S(=O)(=O)NCCc3ccc(Cl)cc3)cc2CC1C (centres undefined)
    0	-0.3	-2	-9	0	-1	0	2	-3	-15
CCC(=O)c1ccc(OCC(=O)OCC(=O)c2c(N)n(C)c(=O)n(C)c2=O)cc1
    -2	-0.3	-1	-3	3	-8	-10	-1	-20	6
CON(C)c1nc(OCCNC(=O)OCc2ccc(Cl)cc2Cl)nc(N(C)C)n1
    /	0.1	-4	-8	-1	-10	12	1	6	/
Cc1nn(-c2ccc(N3CCCCC3)nn2)c(C)c1CCC(=O)Nc1cc(F)ccc1F
    18	-2.0	-11	10	-3	-13	17	-3	72*	75
CC(=O)N1CCN(c2ccc(C(N)=O)cc2[N+](=O)[O-])CC1
    -2	1.2	1	-13	3	-3	-1	1	-19	-10
CCCCOc1cccc(C(=O)Nc2ccc(S(=O)(=O)Nc3nnc(CC)s3)cc2)c1
    0	-1.9	12	-14	0	-13	-1	2	12	-22
Cc1cccc(/N=C2/NC(=O)C(Cc3ccccc3)S2)n1 (centres undefined)
    2	-2.8	2	-10	9	4	14	0	/	-9
COc1cc(C)ccc1OCCOCCOc1ccc(C)cc1[N+](=O)[O-]
    /	-1.3	1	-14	0	-8	14	1	-9	11
